Screening results from PubChem BioAssay.
LDHA block – inhibitors of human lactate dehydrogenase A; P00338; purified LDHA, NADH/diaphorase-resazurin fluorescence; active compounds read low; activity change, % (values are at about 110 or 230 µM); hit rate 0.15% among 480,000; AID 1347041; in the data active = activity change below about -30%; inconclusive = mostly about -25% to -30%;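 note: plate controls were DMSO wells for no effect and wells without enzyme for full effect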
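Human LDH5 at 2 nM final in Tris HCl pH 7.4 with 0.06 mM NADH and 0.2 mM pyruvate, reacted 5 minutes at room temperature. Remaining NADH coupled via diaphorase/resazurin; resorufin fluorescence read at 0 and 20 minutes, normalized to enzyme-free and DMSO wells.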
ERG Ets-DNA blk – ERG Ets/DNA interaction inhibition | P11308 | fluorescence polarization, His-ERG Ets domain / labelled DNA | Potency, µM (top dose mostly 76.9 µM), without a hit: at the highest dose FP activity, negative = inhibition, actives largely listed as inhibitors | hit rate 0.028% among 370,000 | AID 624246; active = well fitted inhibition curve with a large enough effect in the polarisation, with a control signal flat; inconclusive = small, poorly fitted or top-dose-only effect, or effect the other way, or a change in a side signal; inactive = no such curve, though single readings can be large or run the other way; the % refers to the polarisation;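 note: polarization taken with two DNA probes labelled with fluorescein and Texas red; potency is the fitted concentration of half-maximal effect; % of control where 0% means no effect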
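His-tagged ERG Ets domain (1 uM in the protein solution; 300mM KCl, 50mM Tris-HCl, 1mM EDTA, 1mM DTT, pH 7.5) received compound, then a probe mix of 5 nM fluorescein-DNA and 100nM Texas-615-DNA. Fluorescence polarization was read for both dyes.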
D2 ag – activates the human D2 dopamine receptor; P14416; HEK293 T-REx D2 cells, calcium flux agonist mode; activation, % at 2 µM; hit rate 0.53% among 340,000;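 active = activation over 3 SD above normal in the single-dose calcium agonist read, cut at about 30% in these data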; note: 0% is about no effect
Target sequence (P14416 whole entry, looked up): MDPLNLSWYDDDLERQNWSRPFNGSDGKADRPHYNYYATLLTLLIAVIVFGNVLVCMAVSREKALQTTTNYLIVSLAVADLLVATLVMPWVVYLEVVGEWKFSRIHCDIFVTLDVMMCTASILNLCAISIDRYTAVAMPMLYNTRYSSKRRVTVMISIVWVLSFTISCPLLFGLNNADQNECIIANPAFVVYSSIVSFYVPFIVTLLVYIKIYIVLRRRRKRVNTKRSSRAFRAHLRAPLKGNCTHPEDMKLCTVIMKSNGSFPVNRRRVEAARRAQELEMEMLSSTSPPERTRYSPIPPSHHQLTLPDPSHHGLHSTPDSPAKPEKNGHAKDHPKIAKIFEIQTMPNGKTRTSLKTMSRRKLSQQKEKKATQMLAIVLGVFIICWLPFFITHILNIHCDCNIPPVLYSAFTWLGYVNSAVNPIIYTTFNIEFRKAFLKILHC
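Tetracycline-induced HEK293 T-REx cells with force-coupled D2 receptor, plated overnight at 30 C, loaded with no-wash calcium dye. After a 10 s baseline, compound was pin-added and calcium flux read kinetically for 180 s; calcium rises flagged agonists.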
Vif-APOBEC3G blk – Vif-A3G binding inhibition; AID 602310; hit rate 0.076% among 410,000; Potency, µM (doses to about 46.1 µM), for inactives: top-dose activity, negative = active, most hits filed as inhibitors; Q9HC16; HeLa A3G-eYFP + Vif (tagged APOBEC3G with the HIV-1 protein that degrades it), YFP fluorescence, overnight;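 note: potency is the fitted concentration of half-maximal effect; % is set by controls: 0 for no effect and ±100 for the full control effect; nearly all actives have a fitted effect of over 60% in size; hits raise eYFP signal because A3G escapes Vif-driven loss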
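Read-out is eYFP fluorescence (Ex 488/Em 500-530) from Vif-expressing HeLa A3G-eYFP cells; more signal means A3G escaped Vif-mediated degradation. Cells plated overnight, compound pinned in, incubated overnight at 37 deg C.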
RGS4 inh – inhibitors of human regulator of G protein signaling 4; P49798; Transcreener GDP fluorescence polarization, RGS4-accelerated GTP hydrolysis; Potency, µM (doses to about 114 µM), without a hit: at the top dose activity change, negative = inhibition, actives largely listed as inhibitors; hit rate 0.039% among 390,000; AID 504845; note: potency is the fitted concentration of half-maximal effect; % is set by controls: 0 for no effect and ±100 for the full control effect; nearly all actives have a fitted effect of over 75% in size; some results filed as inactive show a strong effect at the top dose
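MLSMR compounds (23 nl, pin-transferred) preincubated 10 min at room temperature with a 500nM (2x) first reagent, then RGS4 at 900nM (2x) plus Transcreener GDP mix added; fluorescence polarization (620/688 nm) read before and after 90 min at 30 °C.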
Glioma ERSR ind – induces the endoplasmic reticulum stress response in human glioma cells. U87-MG GRP78 promoter luciferase reporter, 16 h. Potency, µM, without a hit: top-dose activation, actives largely listed as activators. hit rate 0.02% among 420,000. AID 602332; note: potency is the fitted concentration of half-maximal effect; series mostly up to about 76 µM; % of control where 0% means no effect; nearly all actives have a fitted effect of over 35% in size
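Stably transfected U87-MG human glioma cells carrying a GRP78-based luminescent sensor were seeded at 1000 cells/well, pin-dosed with compounds and incubated 16 h. Luciferase reagent was then added, and end-point luminescence was read after 10 min at room temperature.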
Vif-A3F inh – inhibitors of Vif-A3F interaction | HeLa A3F-eYFP + Vif (tagged APOBEC3F with the HIV-1 protein that degrades it), YFP fluorescence increase | Potency, µM (titrated, usually from 46.1 µM), inactives show at the highest dose activity, negative = active | hit rate 0.2% among 390,000; note: potency is the fitted concentration of half-maximal effect; % of control where 0% means no effect; nearly all actives have a fitted effect of over 65% in size
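HeLa cells stably expressing Vif plus C-terminally eYFP-tagged A3F were seeded, incubated overnight at 37 deg C, dosed with compound, incubated overnight again at 37 deg C. Yellow fluorescence (Ex 488/Em 500-530) reported blocked Vif-mediated A3F-eYFP degradation.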
D2 antagonist – antagonists of human D2 dopamine receptor. P14416. hit rate 2% among 340,000. inhibition, % at 10 µM. HEK293 TREx D2 cells, calcium flux, dopamine EC80; in the data active = inhibition above about 30%; note: 0% is about no effect
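Measurement of antagonist activity uses fluorescent calcium dye in inducible HEK293 T-REx D2 cells: 10 s baseline, compound addition with 180 s read, EC80 dopamine addition with a further 180 s read.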
12-LOX inh – blocks human arachidonate 12S-lipoxygenase | P18054 | purified 12hLO, xylenol orange hydroperoxide absorbance | Potency, µM (doses to about 108 µM), for the others: at the top dose activity change, negative = inhibition, hits mostly inhibitors | hit rate 1.1% among 580,000 | AID 1671190; note: potency is the fitted concentration of half-maximal effect; % is set by controls: 0 for no effect and ±100 for the full control effect
Target sequence (P18054 whole entry, looked up): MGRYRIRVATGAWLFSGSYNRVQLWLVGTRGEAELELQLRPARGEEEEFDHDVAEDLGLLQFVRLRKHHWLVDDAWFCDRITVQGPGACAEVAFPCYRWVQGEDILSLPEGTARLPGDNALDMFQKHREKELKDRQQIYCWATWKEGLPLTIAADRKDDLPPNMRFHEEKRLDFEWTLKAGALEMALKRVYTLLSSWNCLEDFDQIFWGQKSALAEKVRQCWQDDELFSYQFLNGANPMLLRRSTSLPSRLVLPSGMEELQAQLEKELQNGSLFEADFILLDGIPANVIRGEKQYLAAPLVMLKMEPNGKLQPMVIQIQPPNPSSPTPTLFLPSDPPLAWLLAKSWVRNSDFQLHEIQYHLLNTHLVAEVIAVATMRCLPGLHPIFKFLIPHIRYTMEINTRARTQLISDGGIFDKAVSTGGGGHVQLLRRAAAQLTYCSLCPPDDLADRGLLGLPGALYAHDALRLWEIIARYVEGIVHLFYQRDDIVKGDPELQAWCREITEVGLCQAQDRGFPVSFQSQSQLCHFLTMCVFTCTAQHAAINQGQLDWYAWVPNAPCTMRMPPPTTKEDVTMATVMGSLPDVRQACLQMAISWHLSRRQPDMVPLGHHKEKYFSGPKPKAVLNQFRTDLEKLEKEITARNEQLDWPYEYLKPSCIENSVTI
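Hydroperoxide product was detected by ferrous iron/xylenol orange as the 573 to 405 nm absorbance ratio. Arachidonic acid at 40 uM (final) was turned over for 30 min at room temperature by 150 nM human 12hLO, pH 7.0 Hepes buffer, after 15 min compound preincubation.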
Starred values were filed as active, the others as inactive; ? = inconclusive; nt = no result given; [ ] = dose if it differs, or a comment. Unless noted, calls come from the whole dose curve; as a rule, active = well fitted curve in the direction sought with a large enough effect; inconclusive = small, poorly fitted or top-dose-only effect, or another doubt; inactive = no such curve, though single readings can be large; an effect the other way counts as inactive or inconclusive.

1	C#CCn1c(=NC(=O)c2ccc(Br)s2)sc2cccc(OC)c21
2	COc1ccc(OC)c(NC(=O)C(=O)NCCC2=CCCCC2)c1
3	Cc1ccc(NS(=O)(=O)c2cccc(C(=O)NCC3CCCO3)c2)cc1 (configuration not stated)
4	O=C(c1ccco1)N1CCN(C(=O)c2cnn3c2NC(c2cccs2)CC3C(F)(F)F)CC1 (configuration not stated)
5	CCN(CC(=O)NC1CCCC1)S(=O)(=O)c1ccc(C)cc1
6	CC(=O)Nc1ccc(NS(=O)(=O)c2c(C(=O)N3CCCCCC3)c(C)n(C)c2C)cc1
7	CNC(=O)/C(C#N)=C\c1ccc(CNS(=O)(=O)c2ccc(Cl)cc2)o1
8	O=C(NCc1cccc(F)c1)c1[nH]c(C(F)(F)F)nc1-c1ccccc1
assay / compound | 1 | 2 | 3 | 4 | 5 | 6 | 7 | 8
LDHA block | -2 | -7 | -1 | -7 | -16 | -9 | -7 | -2
ERG Ets-DNA blk | -2% | -5% | -14% | -3% | nt | -4% | -4% | nt
D2 ag | 0.8 | 0.8 | 0.9 | 18 | 2.3 | -1.4 | -1.5 | nt
Vif-APOBEC3G blk | -8% | 1% | 1% | 0% | 1% | 3% | 0% | -7%
RGS4 inh | -21% | 15% | 6% | -7% | 14% | -3% | ? | nt
Glioma ERSR ind | -2% | -2% | -2% | -4% | -1% | -2% | -3% | -3%
Vif-A3F inh | ? | 5% | ? | -13% | 1% | 0% | -1% | nt
D2 antagonist | -33 | -9 | -10 | -5 | 16 | nt | -6 | nt
12-LOX inh | 27% | 19% | ? | -27% | ? | -6% | 45µM* | ?

9	O=C(CSCC(=O)N1CCCCC1)OCC(=O)c1c[nH]c2ccccc12
10	CCOC(=O)c1coc(CNC(=O)c2c(C)oc3c2CCCC3)c1
11	CCC1CCCCN1CCCNC(=O)C1CCCN(S(=O)(=O)N2CC(C)CC(C)C2)C1 (configuration not stated)
12	CN(CC(=O)Nc1ccc(Cl)cc1)CC(=O)Nc1sc2c(c1C(N)=O)CCC2
13	O=C(c1cc(-c2ccc(Cl)cc2)on1)N1CCN(c2ccc(F)cc2)CC1
14	COC(=O)c1sc2nc3c(cc2c1N)C(=O)CC(C)(C)C3
15	C[C@H]1C[C@@H]2[C@H]([C@@H](O)C[C@@]3(C)[C@H]2CC[C@]3(O)C(=O)CO)[C@@]2(C)C=CC(=O)C=C12
16	CCOc1cc2[nH]c(=O)n(CCCCC(=O)N3CCN(c4ccc(OC)cc4)CC3)c(=O)c2cc1OCC
assay / compound | 9 | 10 | 11 | 12 | 13 | 14 | 15 | 16
LDHA block | 2 | 0 | -3 | -2 | -8 | -1 | -7 | -1
ERG Ets-DNA blk | -1% | -12% | 9% | nt | -1% | nt | -14% | 1%
D2 ag | -0.7 | 0.9 | -0.9 | nt | -0.8 | -0.4 | nt | nt
Vif-APOBEC3G blk | 0% | -2% | -1% | -12% | 1% | 1% | 0% | -4%
RGS4 inh | -9% | 13% | 35% | nt | -46% | -11% | 15% | 9%
Glioma ERSR ind | -3% | -1% | -5% | 0% | 3% | 1% | -1% | -2%
Vif-A3F inh | -16% | -15% | -2% | 0% | 5% | -17% | 1% | -4%
D2 antagonist | 5 | 5 | 8 | nt | 8 | 16 | nt | nt
12-LOX inh | -23% | -2% | 15% | -15% | -5% | 18% | -9% | 8%

17	CN(c1ccc(C(=O)Nc2ccccc2Sc2ccccc2)cc1)S(C)(=O)=O
18	CCc1ccc(C(=O)Nc2ccc(OC)c(S(=O)(=O)N3CCCCC3)c2)cc1
19	CC(=O)c1ccc(-c2ccc(C(=O)NC3CCCCCC3)o2)cc1
20	O=c1cc(O)c2c(=O)[nH]c(=O)n(-c3ccccc3)c2[nH]1
21	C/C(=N\NC(=O)c1c(C)nc2ccccn12)c1ccc(N2CCOCC2)cc1
22	C=CCC1CCCCC12NC(=O)N(c1ccccc1)N2 (configuration not stated)
23	CN(Cc1nc(-c2ccccn2)no1)S(=O)(=O)c1ccc(Br)cc1
24	Cc1cc(S(=O)(=O)C(CNC(=O)COc2ccccc2)c2cccs2)ccc1F (configuration not stated)
assay / compound | 17 | 18 | 19 | 20 | 21 | 22 | 23 | 24
LDHA block | -2 | 0 | 0 | 8 | -10 | -1 | -4 | -5
ERG Ets-DNA blk | 8% | 6% | 5% | 2% | -13% | 15% | 3% | -3%
D2 ag | 0.8 | -1.2 | 1.3 | -0.1 | 0.2 | 0.2 | 0.0 | -0.2
Vif-APOBEC3G blk | -9% | 3% | -1% | -4% | 0% | 1% | 1% | -2%
RGS4 inh | -13% | -28% | 1% | -27% | 6% | -16% | 2% | -23%
Glioma ERSR ind | 2% | 1% | 0% | -6% | 0% | -8% | 7% | -2%
Vif-A3F inh | 5% | -1% | 6% | 0% | 0% | -12% | -3% | 6%
D2 antagonist | -2 | -14 | -19 | -3 | 6 | 1 | 4 | nt
12-LOX inh | 0% | ? | 1% | ? | 3% | -9% | 15% | -11%

25	Nc1ccc2oc(-c3cc(Br)ccc3Cl)nc2c1
26	COc1ccccc1NC(=O)c1ccccc1-c1nc(-c2ccccc2OC)no1
27	COC(=O)C1=C(C)N(CC2CC2)C(=NCc2cccc(Cl)c2)N[C@H]1c1ccccc1
28	Cc1cc(C(=O)NCc2ccc(Cl)cc2)n(-c2ccccc2)n1
29	O=C(Nc1ccccc1Cc1ccccc1)c1ccccc1NS(=O)(=O)c1ccc(Cl)s1
30	O=C(COC(=O)CNC(=O)c1ccccc1F)NC12CC3CC(CC(C3)C1)C2
31	CCCC(=O)n1nc(-c2ccccc2)nc1N
32	Cc1cc2cc(CNC(=O)c3cccs3)ccc2n1C
assay / compound | 25 | 26 | 27 | 28 | 29 | 30 | 31 | 32
LDHA block | 17 | 1 | -6 | -6 | -11 | -6 | -5 | 5
ERG Ets-DNA blk | 0% | -3% | 1% | 7% | 3% | 7% | -1% | 18µM*
D2 ag | nt | 1.2 | 0.7 | 0.0 | 3.4 | 2.3 | 0.4 | 52*
Vif-APOBEC3G blk | 0% | -4% | 2% | 5% | 4% | -7% | 1% | -3%
RGS4 inh | ? | -6% | 29% | 12% | 5% | 1% | 11% | ?
Glioma ERSR ind | -11% | -3% | -4% | -5% | -6% | 0% | -2% | 1%
Vif-A3F inh | -24% | 3% | -1% | -14% | -13% | -6% | 4% | ?
D2 antagonist | nt | -14 | 19 | 4 | 10 | 7 | -8 | 1
12-LOX inh | 13% | 24% | ? | 15% | ? | 16% | 0% | ?

33	CCn1c(O)c(/C=N/N=C2CCCCC2)c2cc(C3=NNC(=O)CC3)ccc21
34	CCc1cccc(NC(=O)C2CCCN(S(=O)(=O)c3cccnc3)C2)c1 (configuration not stated)
35	CC(C)Oc1ccc(CN2CCC2(C)C(=O)Nc2ccc(Cl)c(Cl)c2)cc1 (configuration not stated)
36	COc1ncnc2c1ncn2CCCNC1CCN(Cc2ccccc2)CC1
37	COc1ccc(/C=N/NC(=O)c2cc(-c3ccccc3)nc3ccccc23)c(C(=O)O)c1OC
38	Cc1cc2ccc3ccccc3c2cc1CN(C)C
39	CC1=CC(C)(C)NC(=S)N1c1ccccc1
40	O=C(O)C1(c2ccccc2)CCN(S(=O)(=O)c2ccc(Cl)cc2)CC1
41	Cc1ccc(N2C(=O)CSC23C(=O)N(CC(=O)Nc2ccc(C(C)C)cc2)c2ccccc23)cc1C (configuration not stated)
assay / compound | 33 | 34 | 35 | 36 | 37 | 38 | 39 | 40 | 41
LDHA block | 21 | 2 | -6 | -6 | -2 | 3 | 4 | -11 | -2
ERG Ets-DNA blk | 145%[activator] | -6% | nt | nt | -3% | -4% | nt | 5% | 7%
D2 ag | 2.1 | -1.4 | nt | nt | -0.1 | 1.8 | 0.1 | -1.0 | 0.5
Vif-APOBEC3G blk | 1% | 5% | -4% | -4% | -7% | 2% | -21% | 4% | -38%
RGS4 inh | -30% | -5% | nt | nt | 23% | -7% | -29% | 20% | -26%
Glioma ERSR ind | 0% | 0% | -5% | -2% | -2% | 2% | -2% | -5% | -1%
Vif-A3F inh | -18% | -4% | nt | 2% | -15% | 8% | 1% | 1% | 2%
D2 antagonist | 2 | 5 | nt | nt | 4 | 8 | -1 | -7 | nt
12-LOX inh | 14% | 11% | ? | 2% | 21% | -3% | -9%[57.4 µM] | 9% | -9%

Retrieved by compound from the entries so far, 4 records:
40	O=C(O)C1(c2ccccc2)CCN(S(=O)(=O)c2ccc(Cl)cc2)CC1
39	CC1=CC(C)(C)NC(=S)N1c1ccccc1
36	COc1ncnc2c1ncn2CCCNC1CCN(Cc2ccccc2)CC1
35	CC(C)Oc1ccc(CN2CCC2(C)C(=O)Nc2ccc(Cl)c(Cl)c2)cc1 (configuration not stated)
assay / compound | 40 | 39 | 36 | 35
LDHA block | -11 | 4 | -6 | -6
ERG Ets-DNA blk | 5% | nt | nt | nt
D2 ag | -1.0 | 0.1 | nt | nt
Vif-APOBEC3G blk | 4% | -21% | -4% | -4%
RGS4 inh | 20% | -29% | nt | nt
Glioma ERSR ind | -5% | -2% | -2% | -5%
Vif-A3F inh | 1% | 1% | 2% | nt
D2 antagonist | -7 | -1 | nt | nt
12-LOX inh | 9% | -9%[57.4 µM] | 2% | ?

Some of the compounds tested; rates above refer to the full screens.
